Compound activity deposited in PubChem by National Center for Advancing Translational Sciences (NCATS).
ATXN2 expr inh: inhibitors of ATXN2 expression. HEK-293 ATXN2-luciferase reporter, luminescence, 24 h. actives 0.72% (n = 360,000). AID 1745845. Potency, µM (series often up to 57 µM), inactives show at the top dose activity change, negative = inhibition, most hits filed as inhibitors; note: potency is the fitted concentration of half-maximal effect; % is set by controls: 0 for no effect and ±100 for the full control effect; nearly all actives have a fitted effect of over 55% in size
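qHTS (up to 57 uM final) was run with 24 h compound exposure of reporter cells at 37 °C. Each well was multiplexed: SteadyGlo luminescence measured ATXN2-luciferase expression after a fluorogenic Gly-Phe-AFC viability readout (25 uM final).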
TGFb SMAD3 inh: blocks TGF-b signaling | HepG2 CAGA-GFP TGF-b/SMAD3 reporter, GFP fluorescence, 18 h; TGF-beta stimulated, 500 pg/mL final | AID 588855 | Potency, µM (highest dose often 46.1 µM), for inactives: at the highest dose activity, negative = inhibition, hits mostly inhibitors | actives 1.2% (n = 410,000); note: potency is the fitted concentration of half-maximal effect; % is set by controls: 0 for no effect and ±100 for the full control effect; nearly all actives have a fitted effect of over 65% in size
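TGF-beta reporter screen: HEPG2 CAGA-GFP, 1% FBS, 500 pg/mL TGF-beta final, 18 h; per-cell GFP summed per well; curves fitted and categorized by class.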
Nrf2 inh: Nrf2 pathway inhibition; A549 ARE-Fluc reporter, luciferase luminescence, 18-24 h; Potency, µM (doses to about 46 µM), without a hit: at the highest dose activity change, negative = inhibition, most hits filed as inhibitors; actives 2.1% (n = 360,000); note: potency is the fitted concentration of half-maximal effect; % is set by controls: 0 for no effect and ±100 for the full control effect; nearly all actives have a fitted effect of over 60% in size
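A549 ARE_Fluc cells, 5000/well, 5% FBS OPTI-MEM; compounds in dose-response, 18-24 h at 37 °C/5% CO2; CellTiter-Fluor viability read (Ex 405/Em 525), then BugLite luciferase luminescence = Nrf2 activity.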
HepG2 viability: counter-screen for TGF-b inhibitors: cytotoxicity in HepG2 cells. HepG2 CAGA-GFP viability, ATP luminescence, 18 h. Potency, µM (series often up to 46.1 µM), without a hit: at the highest dose activity change, negative = cytotoxicity, usual class: cytotoxic. actives 0.76% (n = 410,000); note: potency is the fitted concentration of half-maximal effect; some results filed as inactive show a strong effect at the top dose
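HepG2 CAGA-GFP cells (1000/well, DMEM with 1% FBS) received compound, then TGF-beta at 500 pg/mL final, and were incubated 18 hours at 37 degrees C. Viability was read by CellTiter-Glo luminescence. Media-only wells were set as complete cell-killing and DMSO as no toxicity.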
MCF10A rerep: DNA re-replication induction in MCF 10a cells. MCF 10A DNA re-replication, Hoechst nuclear intensity, 48 h. Potency, µM (top dose mostly 46.1 µM), for inactives: top-dose activity, positive = re-replication, hits mostly activators. actives 2.9% (n = 350,000); note: potency is the fitted concentration of half-maximal effect; % of control where 0% means no effect; nearly all actives have a fitted effect of over 50% in size
IL-1B inflam inh: blocks inflammasome-driven IL-1 beta release. THP-1 LPS/ATP IL-1B secretion, AlphaLISA, 16 h; hits give low values. activity change, % at 57.5 µM. actives 4.7% (n = 360,000). AID 743279; in the data active = activity change below about -50%; inconclusive = mostly about -30% to -49%; note: % is set by controls: 0 for no effect and ±100 for the full control effect
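Secreted IL-1B measured by AlphaLISA bead assay after 16 h compound exposure of THP-1 cells; compounds (final up to 57.5 uM) added 1 h before LPS (250 ng/mL) and ATP (1.25 mM) stimulation; lower signal means less secretion.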
A549 tox: counter-screen for Nrf2 inhibitors: cytotoxicity in A549 cells. A549 ARE-Fluc cells, CellTiter-Fluor viability, 18-24 h. Potency, µM (titrated, usually from 46 µM), for the others: at the top dose activity change, negative = cytotoxicity, most hits filed as inhibitors. actives 0.16% (n = 390,000); note: potency is the fitted concentration of half-maximal effect; % is set by controls: 0 for no effect and ±100 for the full control effect
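A549 ARE-Fluc cells in 5% FBS OPTI-MEM, 5000 cells/well, rested 2 h then exposed to compounds in concentration-response for 18-24 h at 37 °C. Viability by CellTiter-Fluor fluorescence (Ex 405/Em 525) after 30 min; luciferase luminescence (BugLite, 15 min, RT) read afterwards.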
Nrf2 activator: activators of Nrf2 (ARE) signaling. Potency, µM (highest dose often 46.1 µM), inactives show at the top dose activation, usual class: activators. actives 0.31% (n = 410,000). AID 624171. AREc32 ARE-luciferase reporter (MCF7-derived line), luminescence, 24 h; note: potency is the fitted concentration of half-maximal effect; % of control where 0% means no effect; nearly all actives have a fitted effect of over 65% in size
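For detection, Steady-Glo was added and plates sat 30 min at RT; before that, AREc32_Fluc cells grown overnight in OPTI-MEM/5% FBS had been treated with 23 nL compound for 24 hr at 37 deg C.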
S2 tox: reduces viability in counter-screen for ATXN expression inhibitors; actives 0.49% (n = 400,000); Potency, µM (doses to about 56.7 µM), hits mostly cytotoxic; S2 cells (HEK-293 line with an ATXN2-luciferase reporter) viability, CellTiter-Fluor protease fluorescence, 24 h; AID 651635; note: potency is the fitted concentration of half-maximal effect; nearly all actives have a fitted effect of over 40% in size
* = called active by the depositor; i = inactive; u = inconclusive; x = no result given; [ ] = remark or other dose. Unless noted, calls come from the whole dose curve; as a rule, active = well fitted curve in the direction sought with a large enough effect; inconclusive = small, poorly fitted or top-dose-only effect, or another doubt; inactive = no such curve, though single readings can be large; an effect the other way counts as inactive or inconclusive.

Results follow in this order: MCF10A rerep	Nrf2 inh	S2 tox	A549 tox	Nrf2 activator	HepG2 viability	TGFb SMAD3 inh	IL-1B inflam inh	ATXN2 expr inh
Cc1ccc(C)c(NC(=O)C2CCCN(c3nc4ccccc4s3)C2)c1 (stereo unspecified)
→ x	20%	i	-1%	0.4%	-64%	u	x	9%
COc1ccc(NC(=O)c2cc(-c3ccccc3OC)on2)cc1
→ u	x	i	-22%	8.0%	-22%	-9%	23	4%
CCOC(=O)C1(Cc2cccc(OC)c2)CCCN(C(=O)CCc2cccnc2)C1 (stereo unspecified)
→ u	u	i	11%	6.0%	5%	-5%	-10	21%
CC(C)NC(=O)CCc1nnc(Cc2cccc(C(F)(F)F)c2)o1
→ -15%	u	i	2%	2.8%	4%	1%	0	42%[activator]
COC(=O)c1sc2c(c1C)c(=O)n(-c1ccccc1)c(=O)n2CC(=O)Nc1cccc(C)c1
→ x	x	u	-11%	-0.7%	-3%	-10%	x	-8%
Cc1ccc(/C=C/C(=O)NCc2ccc3c(c2)OCO3)o1
→ 8%	1%	u	1%	12%	-5%	-18%	-1	0%
CCOC(=O)COc1ccc2c(=O)c(-c3ccc(OC)c(OC)c3)c(C(=O)OCC)oc2c1
→ 11%	4%	i	-2%	0.2%	-2%	8%	-21	7%
Cn1cnc2c1c(=O)n(Cc1ccc(F)cc1Cl)c(=O)n2C
→ 13%	10%	i	-2%	-0.3%	-2%	2%	-5	3%
NC(=O)c1cc(S(=O)(=O)NCCc2ccc(S(N)(=O)=O)cc2)cs1
→ u	-7%	i	-2%	2.9%	2%	0%	8	x
NC(=O)[C@H]1CC2(CC(c3cccc(NC(=O)CC(c4ccccc4)c4ccccc4)c3)=NO2)CN1C(=O)CC(c1ccccc1)c1ccccc1 (stereo partly specified)
→ 2%	u	u	-1%	0.2%	1%	u	u	-13%
O=C(COC(=O)c1cc([N+](=O)[O-])ccc1N1CCOCC1)Nc1cc(F)ccc1F
→ -10%	-4%	i	-10%	3.1%	-13%	-13%	-18	-17%
CCC(=O)N1CCc2cc(S(=O)(=O)NC(Cc3ccccc3)C(=O)NCc3ccccc3OC)ccc21 (stereo unspecified)
→ x	-13%	i	3%	3.9%	-13%	u	x	5%
O=C(COC(=O)c1ccccn1)c1cccc(Br)c1
→ -1%	16%	i	1%	0.4%	-29%	-4%	4	-7%
Cc1ccc(Cl)cc1Nc1nc(N2CCOCC2)nc(N2CCOCC2)n1
→ 2%	10%	i	12%	0.1%	-2%	1%	-54*	-16%
COc1ccc2oc(C(=O)OCC(=O)/C(C#N)=C(\C)N)c(C)c2c1
→ 17%	12%	i	2%	1.6%	-16%	-7%	-12	x
COC(=O)[C@H](CCSC)NC(=O)Nc1cc(OC)cc(OC)c1
→ 0%	-3%	i	-7%	-0.9%	-27%	0%	-11	-1%
CN(C)C(=O)NCc1ccc(S(N)(=O)=O)cc1
→ -2%	x	i	-1%	-1.0%	-24%	5%	-7	-8%
O=C(CN(c1ccc2c(c1)OCCO2)S(=O)(=O)c1ccccc1)NCc1ccc(Cl)cc1
→ u	-11%	i	0%	-0.3%	15%	-2%	-14	-1%
Cc1ccc(NC2(c3ccccc3)C(=O)c3ccccc3C2=O)cc1F
→ x	8%	i	-7%	-0.4%	1%	19%	x	6%
O=C(Nc1cccc(-c2cnc3ccccc3n2)c1)c1cccc(NC(=O)c2ccco2)c1
→ 15µM*	u	u	u	-0.1%	-44%	-32%	60	-14%
COc1cc(NC(=O)c2cccs2)ccc1NC(=O)c1ccco1
→ u	7%	i	-3%	2.7%	5%	0%	u	206%[activator]
Cc1nn(C(C)(C)C)c(OC(=O)c2ccco2)c1Sc1ccccc1
→ u	6%	i	8%	-0.3%	-42%	14%	-6	-10%
C=CCn1c(=O)n2ncnc2c2c3c(sc21)CCCC3
→ -1%	u	i	1%	5.3%	5%	8%	0	-13%
CCN1CCCC(OC(=O)c2cc(-c3ccc(C)cc3)nc3ccccc23)C1 (stereo unspecified)
→ 27%	-5%	x	12%	6.6%	-40%	-12%	-147*	-42%
COC(=O)CC1=C(C(=O)OC)C(c2ccc3c(c2Cl)OCO3)C(C#N)=C(N)O1 (stereo unspecified)
→ 3%	x	i	-1%	27%	-6%	u	-9	1%
O=C(Cn1c(NCCO)nc2ccccc21)c1ccccc1
→ 0%	0%	i	-2%	-0.1%	8%	14%	18	x
COCCNC(=O)C(C#N)c1nc2ccccc2nc1N1CCCCCC1 (stereo unspecified)
→ u	-4%	i	-14%	-0.7%	5%	0%	-71*	7%
Cc1cc(/C=C2\C(=N)N3N=CSC3=NC2=O)c(C)n1Cc1ccccc1
→ 29µM*	u	i	-12%	3.0%	-2%	-24%	x	15%
COc1ccc(CCn2c(=N)c(C(=O)NCC3CCCO3)cc3c(=O)n4cccc(C)c4nc32)cc1 (stereo unspecified)
→ 2.9µM*	u	i	-12%	1.6%	-6%	15%	-5	15%
CCN1CCN(C(=O)Nc2ccc(OC)cc2OC)CC1
→ -6%	0%	i	8%	0.3%	-21%	-18%	0	-18%
O=C(NNc1nc2c(F)cc(F)cc2s1)C1COc2ccccc2O1 (stereo unspecified)
→ 0.92µM*	3%	i	0%	3.2%	-17%	-7%	-1	-14%
c1cn(CCCNc2ncnc3nc[nH]c23)cn1
→ -3%	4%	i	-1%	0.3%	-21%	0%	16	5%
Cc1cc(C)c(C)c(OCC(=O)O/N=C(\N)c2cccnc2)c1
→ 14%	-1%	i	27%	2.5%	13%	-10%	2	-17%
CSc1ccccc1NC(=O)c1ccncc1
→ 0%	10%	i	16%	-0.3%	-3%	-8%	-14	5%
COc1ccc(NS(=O)(=O)c2cc(NC(=O)c3sccc3C)ccc2N2CCOCC2)cc1
→ u	-21%	i	u	-0.4%	5%	18%	-1	13%
CC(C)N(C(=O)[C@H]1C[C@H](CC(=O)NCCc2ccccn2)C(=O)N2CCc3c([nH]c4cc(CCC(=O)N(C)C)ccc34)[C@]12C)C(C)C
→ 1%	4%	i	-9%	-0.2%	-1%	-5%	-19	2%
CC(=O)c1ccc(NCC(=O)N2CCN(S(=O)(=O)c3ccccc3)CC2)cc1
→ 14%	-24%	u	0%	-0.9%	-10%	-22%	-1	x
CC(C)(C)c1cc(C(=O)NNC(=O)Nc2ccccc2)n(Cc2ccccc2)n1
→ u	u	u	-4%	-0.9%	-28%	-26%	16	x
CCOC(=O)c1c(O)c2cccc3c2n(c1=O)CC3
→ -3%	-8%	i	0%	0.2%	-18%	-17%	x	-9%
CCOc1cc(/C=C/c2cc(C(F)(F)F)[nH]c(=O)n2)ccc1O
→ u	21µM*	u	u	14%[9.22 µM]	-23%	u	-63*	u
O=C(/C=C/c1ccc2c(c1)OCO2)c1ccc[nH]1
→ -2%	u	i	2%	u	-5%	17%	-95*	75%[activator]
CCS(=O)(=O)c1nc(S(=O)(=O)c2ccc(C)cc2)c(N2CCCC2)s1
→ 4%	-16%	i	-5%	0.4%	-57%	1%	-10	3%
O=C(c1scc2c1CCCC2)N1CCCCC1
→ -2%	4%	i	-3%	-0.7%	2%	0%	7	6%
CCOC(=O)C1CCCN(CCC(=O)Nc2ccccc2)C1 (stereo unspecified)
→ -7%	18%	i	-1%	0.0%	4%	8%	34	0%
O=P(OC1CCCCC1)(OC1CCCCC1)C(O)c1cccnc1 (stereo unspecified)
→ 1%	2%	i	1%	-0.8%	21%	-11%	27	2%
COc1cccc(C2C(C(=O)Nc3ccc(C)cc3C)=C(C)Nc3ncnn32)c1OC (stereo unspecified)
→ 2%	7%	i	x	-0.8%	-20%	18%	6	2%
CCOC(=O)c1ccc(NC(=O)CSc2nc3c(c(=O)n2-c2ccccc2OC)SCC3)cc1
→ 1%	0%	u	-9%	-0.2%	-29%	-22%	2	-21%
COc1ccc(Cl)cc1N/C(N)=N/c1nc(C)cc(=O)[nH]1
→ 2%	10%	i	1%	2.3%	-12%	4%	27	3%
COc1ccc(C2(C)NC(=O)N(CC(=O)Nc3ccc(S(=O)(=O)N4CCCC4)cc3)C2=O)cc1 (stereo unspecified)
→ 5%	-1%	i	1%	-0.3%	8%	25%	34	9%
CCSC1=C(C#N)C2(CCCCC2)C2=C(CC(C)(C)CC2=O)N1
→ 5%	-9%	i	-2%	0.4%	-7%	2%	23	1%

Some of the entries above in another layout.
Molecule	MCF10A rerep	Nrf2 inh	S2 tox	A549 tox	Nrf2 activator	HepG2 viability	TGFb SMAD3 inh	IL-1B inflam inh	ATXN2 expr inh
O=C(/C=C/c1ccc2c(c1)OCO2)c1ccc[nH]1	-2%	u	i	2%	u	-5%	17%	-95*	75%[activator]
COc1ccc(Cl)cc1N/C(N)=N/c1nc(C)cc(=O)[nH]1	2%	10%	i	1%	2.3%	-12%	4%	27	3%

The listing continues.
Results follow in this order: MCF10A rerep	Nrf2 inh	S2 tox	A549 tox	Nrf2 activator	HepG2 viability	TGFb SMAD3 inh	IL-1B inflam inh	ATXN2 expr inh
CCN(C[C@H]1N[C@@](Cc2ccccc2)(C(=O)OC)[C@H]2C(=O)N(C)C(=O)[C@@H]12)S(=O)(=O)c1ccc(-c2ccccc2)cc1
→ u	-16%	i	-10%	-0.2%	-18%	-3%	-1	-1%
Cc1ccc(OCc2ccc(C(=O)Nc3nccs3)o2)cc1
→ -177%[0.0737 µM]	u	i	-2%	2.5%	12%	-9%	-3	25%
COCc1cccc(-c2csc(C(O)c3ccc(F)c(F)c3)n2)c1 (stereo unspecified)
→ x	x	i	x	2.5%	-17%	u	-19	5%
Cn1nnnc1SCC(=O)NC1CCCCC1
→ -6%	0%	i	-5%	-0.4%	-29%	3%	13	6%
O=C(c1cc([N+](=O)[O-])ccc1Cl)N1CCN(Cc2ccc3c(c2)OCO3)CC1
→ 10%	-8%	i	2%	4.0%	-22%	u	u	-7%
CN(C)CCCSc1nc(-c2ccccc2)nc2c1CCC2
→ 0%	-5%	i	-1%	0.1%	-23%	4%	-53*	x
